Compound activity (PubChem BioAssay)
PAX8 reporter: inhibitors of PAX8 transcriptional activity in RMG-I cells. RMG-I TPO-luciferase reporter, SteadyGlo, 24 h. inhibition, % at 12.6 µM. actives 1.2% (n = 360,000). AID 652154;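 active means mean replicate inhibition at least 60% with every replicate also reaching 60%; inconclusive means only one of the two criteria is met; inactive means mean below 60% and not all replicates reaching 60%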;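 further: luciferase light reporting Pax8 driven TPO promoter activity; plate controls were median of neutral control wells for no effect and mitoxantrone controls for full effect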
F508del corr: correctors of CFTR F508del function in bronchial epithelial cells. CFBE cells, YFP halide quenching; stimulated with forskolin plus potentiator P3; % fluorescence drop versus neutral controls. activity (quench increase), % at 7.58 µM. actives 0.36% (n = 350,000). AID 720511;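 active means mean added fluorescence quench of at least 8% versus neutral control, with both replicates also reaching 8%; inconclusive means only one of the mean or replicate conditions met; inactive means mean below 8% and not both replicates reaching 8%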;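 further: cells transiently co-express mutant CFTR-F508del with the halide-sensitive YFP; corrector assay measuring rescue of mutant channel to the surface after 24 h compound exposure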
ARNT TACC3 PPI: disrupts binding between human ARNT and TACC3. actives 0.66% (n = 390,000). AlphaScreen His-ARNT PAS-B/GST-TACC3 binding, luminescence; TACC3 fragment carries E629A point mutation. Q9Y6A5. inhibition, % at 9.99 µM;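 active means mean inhibition of replicates at least 50% and at least half of replicates each reaching 50%; inconclusive means half or more replicates reach 50% but mean below 50%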;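 further: 0% = complete ARNT plus TACC3 wells and 100% = ARNT alone without TACC3; many hits fall short of the cut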
DENV2 CPE rescue: inhibitors of DENV2 cytopathic effect. CPE inhibition, % at 9.99 µM. DENV2-infected cells, cytopathic effect rescue, plate reader. actives 1.7% (n = 350,000); in the data active means CPE inhibition above about 20%, passing the limit was not always enough; inconclusive means no clear call, values can overlap the other calls; tested in BHK-21 cells;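 further: 0% = median of neutral control wells and 100% = median of positive control wells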
ERp5 inh: ERp5 (human) disulfide isomerase inhibition | Q15084 | ERp5 insulin aggregation, absorbance 650 nm, 90 min | inhibition, % at 9.99 µM | actives 0.05% (n = 350,000);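 active means mean replicate inhibition above about 25%, with every replicate also reaching it, limit read from the data, passing the limit was not always enough; inconclusive means only one of those two criteria met; inactive means neither criterion met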
Target sequence (Q15084 whole entry, looked up): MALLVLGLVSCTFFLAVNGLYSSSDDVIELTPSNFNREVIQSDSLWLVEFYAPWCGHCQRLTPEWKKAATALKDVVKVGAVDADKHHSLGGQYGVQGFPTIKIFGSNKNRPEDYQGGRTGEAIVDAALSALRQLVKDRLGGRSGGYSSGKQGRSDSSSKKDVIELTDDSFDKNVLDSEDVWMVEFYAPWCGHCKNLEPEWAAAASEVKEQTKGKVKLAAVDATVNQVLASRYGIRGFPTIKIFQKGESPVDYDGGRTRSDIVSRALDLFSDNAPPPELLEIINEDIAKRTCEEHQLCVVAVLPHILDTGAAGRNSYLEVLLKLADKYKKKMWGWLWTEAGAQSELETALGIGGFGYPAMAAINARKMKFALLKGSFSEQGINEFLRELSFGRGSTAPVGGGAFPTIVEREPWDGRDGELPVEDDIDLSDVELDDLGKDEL
Xi reactivation: X-chromosome reactivation activator; XiGFP mouse fibroblasts, % GFP-positive cells imaging, 3 d; cells co-treated with 5-aza-dC sensitizer; scaled so ellipticine positive control = 100%; activation, % at 7.58 µM; AID 743238; actives 0.055% (n = 360,000);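 active means mean normalized replicate activation at least 10% and every replicate at or above 10%; inconclusive means only one of the two criteria met; inactive means mean below 10% and not all replicates reach 10%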;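 further: 0% = median of on-plate neutral control wells and 100% = ellipticine 6 µM median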
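Material: SV40-immortalized XiGFP fibroblast cells, line 68-5-11 | Buffer or medium: DMEM containing 5-aza-dC | Dosing: One concentration, pinned | Times: 3 d treatment, 15 min room-temperature fixation | Controls: Ellipticine 6 µM positive control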
INS-1E GSIS act: GLuc luminescence reporter in INS-1E cells, primary screen for activators of glucose-dependent secretion of insulin | INS-1E GLuc reporter insulin secretion, 2-3 h | activation, % at 16.6 µM | actives 0.61% (n = 370,000) | AID 743287;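 active means lowest replicate activation of at least 40%, so every replicate reaches that level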;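 further: 0% = median of neutral control wells and 100% = median of IBMX positive control wells; some compounds called inactive have numbers as strong as hits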
EWS-Fli inh: blocks EWS/Fli oncoprotein-driven transcription | A673 NR0B1-luciferase reporter, viability-normalised | inhibition, % at 12.6 µM | actives 0.67% (n = 350,000) | AID 651661;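 active means mean inhibition of at least 50% after viability correction, with every replicate also passing that limit; inconclusive means mean reaches 50% but only one of two replicates passes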;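 further: firefly luciferase signal divided by Alamar Blue viability fluorescence both relative to DMSO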
An asterisk follows results filed as active; u = inconclusive; x = no result given.

The first two compounds, ahead of the listing:
SMILES	PAX8 reporter	F508del corr	ARNT TACC3 PPI	DENV2 CPE rescue	ERp5 inh	Xi reactivation	INS-1E GSIS act	EWS-Fli inh
O=C(CN(Cc1ccccc1)C(=O)CNS(=O)(=O)c1ccc(F)cc1)NCc1ccco1	14	1.1	1	6	1	-0.1	1	8
O=C(Nc1ccc(N2CCOCC2)cc1)C1CC(O)CN1S(=O)(=O)c1ccc(Cl)cc1 (stereo not drawn)	-1	-0.3	0	4	-2	0.0	-4	-4

Results, from the first entry:
SMILES	PAX8 reporter	F508del corr	ARNT TACC3 PPI	DENV2 CPE rescue	ERp5 inh	Xi reactivation	INS-1E GSIS act	EWS-Fli inh
O=C(CN(Cc1ccccc1)C(=O)CNS(=O)(=O)c1ccc(F)cc1)NCc1ccco1	14	1.1	1	6	1	-0.1	1	8
O=C(Nc1ccc(N2CCOCC2)cc1)C1CC(O)CN1S(=O)(=O)c1ccc(Cl)cc1 (stereo not drawn)	-1	-0.3	0	4	-2	0.0	-4	-4
CCCNC(=O)N(C)C[C@H]1Oc2cc(-c3ccccc3)ccc2S(=O)(=O)N([C@@H](C)CO)C[C@H]1C	-4	-1.1	17	-6	1	-0.5	-12	-1
C[C@@H]1CCCCO[C@H](CN(C)Cc2ccccc2)[C@@H](C)CN([C@@H](C)CO)C(=O)c2cc(NC(=O)Cc3ccccc3)ccc2O1	-14	1.7	0	7	1	-0.1	-34	0
Cn1c(=O)[nH]c(=O)c2c1nc(N1CCOCC1)n2CC(=O)c1ccccc1	-15	-3.4	-2	x	2	0.1	24	3
COCCNC(=S)N(C)[C@H]1C[C@H]2c3cc(Oc4ccccc4C)ccc3CCN2C(=O)[C@H]1[C@H](C)O	3	-4.3	x	-8	3	0.1	-16	8
NCC[C@@H]1CC[C@@H](NS(=O)(=O)Cc2ccccc2)[C@@H](CO)O1	-6	0.1	-25	-2	-1	0.1	-7	-5
O=S(=O)(c1ccccc1)N1CCCCN2[C@@H](CO)[C@@H](c3ccc(C#Cc4ccccn4)cc3)[C@@H]2C1	11	-1.4	16	u	14	0.3	-18	7
COc1ccc(Br)cc1C(=O)N/N=C/c1ccc2c(c1)n(C)c(=O)n2C	-3	1.3	x	1	-1	0.3	-10	-8
Cc1ccc2nc(Nc3ccc(Cl)cc3)c3nncn3c2c1	7	4.1	-24	-4	1	0.0	22	-10
O=C(c1cccc(F)c1)N1C[C@H]2[C@@H](c3ccccc31)[C@H](CO)N2C(=O)C1CCCC1	-16	0.4	-5	-2	-2	-0.1	1	1
CCOc1ccc(NC(=O)COC(=O)c2cc(C)oc2C)cc1	2	-5.3	-8	4	-4	0.0	17	-4
Cc1nc(C)c(C(=O)C2=C(O)C(=O)N(CCN(C)C)C2c2ccco2)s1 (stereo not drawn)	1	0.2	-1	0	0	0.2	5	1
Cc1[nH]c2ccccc2c1C(c1ccncc1)N1CCCCC1 (stereo not drawn)	-17	0.8	-4	18	-4	-0.2	9	-1
O=C(C1CCC1)N1CC(=O)N2[C@@H](CO)[C@@H](c3ccc(C#CCc4ccccc4)cc3)[C@@H]2C1	11	-1.0	x	-5	-1	0.3	58	6
CCCCC[C@H](O)/C=C/C1C(=O)C=C[C@H]1C/C=C\CCCC(=O)OC (stereo partly drawn)	20	3.4	8	-12	1	-0.1	-7	-4
CC(NC(=O)COC(=O)c1ccc(Br)o1)c1ccccc1 (stereo not drawn)	-8	-2.8	-2	x	9	0.2	4	-6
O=C(C1CC1)N1CC(=O)N2[C@H](C1)[C@@H](c1ccc(C#Cc3cccc(F)c3)cc1)[C@@H]2CO	-14	3.4	x	-6	-6	0.3	6	13
COCC(=O)Nc1ccc2c(c1)C(=O)N(C)[C@H]1CC[C@H](CC(=O)N3CCc4ccccc4C3)O[C@@H]1CO2	9	-2.3	0	-2	5	0.0	-2	2
CCc1c(-c2ccccc2)ncn1CCc1ccccc1OC	-41	2.1	x	2	-4	0.1	5	-7
CC(=O)NS(=O)(=O)c1ccc(N2C(=O)CC(Sc3nccc(C)n3)C2=O)cc1 (stereo not drawn)	4	-3.4	6	1	4	-0.1	18	16
CC(=O)NC(c1cccc(F)c1)c1nc(-c2ccc(C)c(C)c2)cs1 (stereo not drawn)	-11	-1.3	x	-13	10	0.0	-15	1
COc1ccc(CNC(=O)c2ccc3oc(C(C)C)nc3c2)cc1	-146	-1.8	1	12	7	0.1	-10	x
C[C@@H](NC(=O)C[C@@H]1CC[C@H]2[C@@H](COC[C@@H](O)CN2Cc2ccc(C(F)(F)F)cc2)O1)c1ccccc1	8	-1.0	4	5	-1	0.1	-10	7
CCC(=O)N(C)C[C@@H]1Oc2cc(-c3ccncc3)ccc2S(=O)(=O)N([C@@H](C)CO)C[C@H]1C	x	-1.7	-5	8	1	-0.9	1	-3
CC1CCN(C(=O)c2ccccc2SCC(=O)NCC2CCCCC2)CC1	29	-2.2	-3	4	-4	0.0	-20	14
O=C1CCCN1c1cc(Cl)cc(Cl)c1	7	-0.3	-6	-3	1	0.0	3	16
COc1ccc(NC(=O)Nc2ccc3c(c2)C(=O)N([C@@H](C)CO)C[C@@H](C)[C@H](CN(C)C(=O)Cc2ccccc2)OCCCC[C@H](C)O3)cc1	-13	1.3	x	-14	1	0.1	0	3
O=C(CSc1nc2ncc(Cl)cc2[nH]1)NCC(=O)Nc1ccc(F)c(F)c1F	3	-1.1	-30	-1	4	x	-6	-24
C[C@H](CO)N1C[C@H](C)[C@H](CN(C)S(=O)(=O)c2cn(C)cn2)Oc2ccc(NC(=O)CCN3CCOCC3)cc2CC1=O	x	-1.0	-30	12	2	0.0	11	9
O=C(C[C@H]1CC[C@H]2[C@@H](COC[C@@H](O)CN2S(=O)(=O)c2ccc(F)cc2)O1)NCCN1CCCCC1	-6	0.4	-1	-2	-3	0.2	3	2
COCCCNc1oc(-c2ccccc2Cl)nc1C#N	-4	1.3	4	-1	-2	0.0	-1	-15
Nc1[nH]c(C(=O)c2ccccc2)c(-c2ccc(F)cc2)c1C(=O)c1c[nH]c2ccccc12	18	0.1	x	4	2	1.0	x	4
CCOc1cccc(N2CCN(CCNC(=O)Nc3ccc(C)cc3)CC2)c1C	21	-1.2	-4	6	-1	0.1	-6	1
O=C(COc1ccccc1)NNc1nc2ccccc2s1	2	-0.7	14	3	-4	0.0	12	-4
Cc1noc2ncnc(Oc3cc(Cl)ccc3Cl)c12	21	-4.0	0	6	1	0.1	2	-3
COc1cccc(CNC(=O)C2CCN(S(=O)(=O)c3ccc4c(c3)NC(=O)C(C)S4)CC2)c1 (stereo not drawn)	23	-0.6	-9	0	2	0.2	-20	x
COc1ccc2c(c1)CC/C(=C/c1cc(OC)c(OC)c(OC)c1)C2=O	0	-0.2	10	9	u	0.2	8	1
C[C@@H]1CN([C@H](C)CO)C(=O)c2cc(NS(=O)(=O)c3ccc(F)cc3)ccc2O[C@H]1CN(C)C	-8	-5.8	-12	16	-3	-1.1	3	-3
Cn1c(=O)c([N+](=O)[O-])c(NCC(O)c2ccccc2)c2ccccc21 (stereo not drawn)	10	x	11	x	x	0.0	20	x
Cc1ccc(Cl)cc1NC(=S)NCc1cccn1C	23	x	-1	x	x	-0.1	-5	x
CN(C)C(=O)C1Cc2ccccc2CN1S(=O)(=O)c1cccs1 (stereo not drawn)	13	-0.8	-8	6	-3	0.0	6	5
CC(C)(C)NC(=O)C(c1ccc(O)cc1)N(C(=O)CCC(=O)Nc1nccs1)c1cccc(F)c1 (stereo not drawn)	13	-1.5	-55	3	10	0.1	-15	5
CC(=O)Nc1ccc(S(=O)(=O)NCC2CCCO2)cc1 (stereo not drawn)	1	-0.4	-1	8	-2	-0.1	8	6
CC(C)(C)c1ccc(C2SCC(=O)N2c2cccc(C(=O)O)c2)cc1 (stereo not drawn)	-24	5.2	-5	6	0	0.0	-2	-14
O=C(NC1CCN(Cc2ccccc2)CC1)c1cccc(S(=O)(=O)Nc2cc(C(F)(F)F)ccc2Cl)c1	-13	x	-2	x	x	0.1	-41	x
O=C(COC(=O)c1ccccc1Br)NC1CCCC1	-95	-1.0	-9	-1	-1	0.2	5	-14
CC(C)CC#Cc1cnc2c(c1)C(=O)N([C@H](C)CO)C[C@@H](C)[C@H](CN(C)C(=O)c1ccccc1)O2	x	-0.6	1	7	-5	-1.5	-20	39
CC1(C)C(=O)Nc2ccccc2N1C(=O)COC(=O)c1cc(S(=O)(=O)N2CCOCC2)ccc1F	7	-2.5	-9	6	3	0.0	-3	18
CCN(CC)c1nc(Oc2ccc(C(=O)NN)cc2)nc(Oc2ccc(C(=O)NN)cc2)n1	13	-3.3	x	-2	3	0.3	2	1
Cc1noc(C)c1NC(=O)N[C@@H]1CC[C@H](CC(=O)N2CCN(C)CC2)O[C@@H]1CO	x	0.4	16	-3	-2	0.0	4	x
O=C(Cc1n[nH]c(=O)c2ccccc12)Nc1cc(C(F)(F)F)ccc1-n1cncn1	18	4.2	x	-11	3	-0.1	15	0
Cc1cc(C(=O)CSc2ncccn2)c(C)n1Cc1ccco1	-194	-2.0	-5	-3	5	0.0	12	-57
Cc1cccc(C)c1NC(=O)CCS(=O)(=O)c1ccc(Br)cc1	11	-0.6	0	9	0	0.2	-1	2
COc1ccc2c3c(n(C)c2c1)[C@H](CO)N(C)CC31CN(S(C)(=O)=O)C1	x	1.0	x	23*	x	0.3	9	-12
O=C(C[C@H]1CC[C@H](NS(=O)(=O)c2ccc(F)cc2)[C@H](CO)O1)NCCc1ccncc1	1	3.0	5	1	1	0.1	30	0
CC1C(=O)N2CCCc3cc(NC(=O)c4ccccc4F)cc1c32 (stereo not drawn)	10	1.1	7	10	0	0.0	0	-4

A draw from above in order of heavy-atom count, low to high.
SMILES	PAX8 reporter	F508del corr	ARNT TACC3 PPI	DENV2 CPE rescue	ERp5 inh	Xi reactivation	INS-1E GSIS act	EWS-Fli inh
O=C(COC(=O)c1ccccc1Br)NC1CCCC1	-95	-1.0	-9	-1	-1	0.2	5	-14
Cc1cc(C(=O)CSc2ncccn2)c(C)n1Cc1ccco1	-194	-2.0	-5	-3	5	0.0	12	-57
CC1C(=O)N2CCCc3cc(NC(=O)c4ccccc4F)cc1c32 (stereo not drawn)	10	1.1	7	10	0	0.0	0	-4
CC(C)(C)c1ccc(C2SCC(=O)N2c2cccc(C(=O)O)c2)cc1 (stereo not drawn)	-24	5.2	-5	6	0	0.0	-2	-14
COc1ccc2c3c(n(C)c2c1)[C@H](CO)N(C)CC31CN(S(C)(=O)=O)C1	x	1.0	x	23*	x	0.3	9	-12
Cc1noc(C)c1NC(=O)N[C@@H]1CC[C@H](CC(=O)N2CCN(C)CC2)O[C@@H]1CO	x	0.4	16	-3	-2	0.0	4	x
O=C(Cc1n[nH]c(=O)c2ccccc12)Nc1cc(C(F)(F)F)ccc1-n1cncn1	18	4.2	x	-11	3	-0.1	15	0
O=C(C[C@H]1CC[C@H](NS(=O)(=O)c2ccc(F)cc2)[C@H](CO)O1)NCCc1ccncc1	1	3.0	5	1	1	0.1	30	0
CCN(CC)c1nc(Oc2ccc(C(=O)NN)cc2)nc(Oc2ccc(C(=O)NN)cc2)n1	13	-3.3	x	-2	3	0.3	2	1
O=C(NC1CCN(Cc2ccccc2)CC1)c1cccc(S(=O)(=O)Nc2cc(C(F)(F)F)ccc2Cl)c1	-13	x	-2	x	x	0.1	-41	x
